Assay outcomes (PubChem BioAssay)
PLCb3 inh = PLC-beta3 (human) inhibition, primary screen | inhibition, % at 12.2 µM | actives 0.18% (n = 370,000) | Purified PLC-beta3, fluorogenic substrate, fluorescence; in the data active = inhibition above about 11%;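 note: 0% = median of compound wells on plate and 100% = full blocker control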
PLC-gamma1 inh = inhibitors of human phospholipase C gamma1; AID 720700; actives 0.84% (n = 370,000); inhibition, % at 12.2 µM; purified PLC-gamma1, fluorogenic substrate, fluorescence; in the data active = inhibition above about 9.5%
ADAM17 inh = inhibits human ADAM17 | recombinant ADAM17, EDANS/DABCYL FRET peptide cleavage | inhibition, % at 6.95 µM | actives 0.83% (n = 370,000) | AID 720648;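 active = inhibition above the mean of compounds lying between control limits plus 3 SD, set per campaign, cut at about 8.5% in these data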;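 note: 0% = DMSO-only wells as the low control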
Target sequence (P78536 215-824 limits assumed): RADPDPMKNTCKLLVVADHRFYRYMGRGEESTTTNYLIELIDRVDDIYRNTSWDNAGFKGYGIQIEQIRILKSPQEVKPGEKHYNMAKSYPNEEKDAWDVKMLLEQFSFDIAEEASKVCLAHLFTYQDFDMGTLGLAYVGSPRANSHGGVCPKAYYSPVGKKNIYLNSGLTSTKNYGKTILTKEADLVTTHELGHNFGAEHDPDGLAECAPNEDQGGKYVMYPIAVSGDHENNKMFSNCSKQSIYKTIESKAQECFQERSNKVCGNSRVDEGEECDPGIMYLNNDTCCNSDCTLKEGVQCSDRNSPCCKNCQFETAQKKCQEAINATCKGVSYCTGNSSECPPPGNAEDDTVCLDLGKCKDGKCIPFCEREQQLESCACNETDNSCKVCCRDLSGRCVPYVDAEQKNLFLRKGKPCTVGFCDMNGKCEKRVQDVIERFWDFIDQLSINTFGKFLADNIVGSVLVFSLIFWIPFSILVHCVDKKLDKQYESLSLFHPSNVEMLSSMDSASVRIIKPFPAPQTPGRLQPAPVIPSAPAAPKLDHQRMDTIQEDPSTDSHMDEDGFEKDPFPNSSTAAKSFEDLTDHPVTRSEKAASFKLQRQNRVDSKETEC
KLK7 zymogen act = activators of human kallikrein-7 zymogen | P49862 | activation, % at 7 µM | AID 652039 | purified proKLK7, EDANS-DABCYL substrate fluorescence; 100% is mature enzyme control, 0% vehicle | actives 0.9% (n = 370,000);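 active = activation above the mean of all tested compounds plus 3 SD, computed per campaign excluding outliers beyond control limits, cut at about 13% in these data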
UHRF1 binding = human UHRF1 methylated DNA binding inhibitors; AID 687016; Q96T88; actives 0.75% (n = 370,000); UHRF1 binding to methylated oligo, TR-FRET; inhibition, % at 4.4 µM; in the data active = inhibition above about 21%;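 note: UHRF1 SRA domain binding a hemimethylated CpG hairpin DNA probe; 0% = median of test compound wells and 100% = reference inhibitor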
DDE Tn7 FP inh = DD(E)-Tn7 binding inhibition, primary FP screen | P02675 | FP displacement of FITC-Tn7 peptide from fibrin DD(E); 0% = median of compound wells per plate | inhibition, % at 8.3 µM | actives 0.13% (n = 370,000) | AID 720508;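 active = inhibition above the mean of compounds falling within the control limits plus 3 SD of them, cut at about 14% in these data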;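 note: 0% = plate median of compound wells and 100% = 10 µM Aha-Tn7 peptide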
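Assay system: human fibrin DD(E) protein / Input: 2 µM fibrin DD(E) / Benchmarks: high control of 10 µM Aha-Tn7 peptide / Measured by: fluorescence polarization of the labelled Tn7 tracer / Medium: Tris buffer with calcium and detergent, pH 7.8 / Timing: 10 min compound pre-incubation, 3 h probe incubation at room temperature / Repeats: one replicate per compound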
ASAP1 inh = blocks human ASAP1-stimulated Arf1 GTP hydrolysis | inhibition, % at 16.5 µM | Q9ULH1 | GDP FP detection | actives 0.19% (n = 360,000); in the data active = inhibition above about 25%;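 note: 0% = vehicle with enzyme and substrate and 100% = no enzyme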
ARFGAP1 inhibitor = inhibits rat ARF GTPase activating protein 1 | Arfgap1-stimulated ARF1 GTP hydrolysis, GDP FP detection | inhibition, % at 16.5 µM | actives 0.26% (n = 360,000) | AID 651572;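 active = inhibition above a per-plate limit, mean inhibition of low control wells plus 3 SD, cut at about 25% in these data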;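 note: 0% = DMSO wells with enzyme and 100% = wells lacking Arfgap1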
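Material: rat Arfgap1 catalytic domain, aa 1-136; also added: human ARF1(Δ1-17)-GTP substrate; compound dosing: one concentration, 16.5 µM, DMSO 1.26%; incubation: GTP hydrolysis reaction 2 h at 25 °C; measured by: Tracer-displacement fluorescence polarization with EDTA stop, 620/688 nm; evaluation: % inhibition from polarization; repeats: one replicate per compound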
MBD2 inh = blocks human MBD2 binding to methylated DNA; Q9UBB5; TR-FRET, MBD2 binding to methylated oligonucleotide; inhibition, % at 4.4 µM; actives 0.31% (n = 370,000); in the data active = inhibition above about 13%
Target sequence (Q9UBB5 whole entry, looked up): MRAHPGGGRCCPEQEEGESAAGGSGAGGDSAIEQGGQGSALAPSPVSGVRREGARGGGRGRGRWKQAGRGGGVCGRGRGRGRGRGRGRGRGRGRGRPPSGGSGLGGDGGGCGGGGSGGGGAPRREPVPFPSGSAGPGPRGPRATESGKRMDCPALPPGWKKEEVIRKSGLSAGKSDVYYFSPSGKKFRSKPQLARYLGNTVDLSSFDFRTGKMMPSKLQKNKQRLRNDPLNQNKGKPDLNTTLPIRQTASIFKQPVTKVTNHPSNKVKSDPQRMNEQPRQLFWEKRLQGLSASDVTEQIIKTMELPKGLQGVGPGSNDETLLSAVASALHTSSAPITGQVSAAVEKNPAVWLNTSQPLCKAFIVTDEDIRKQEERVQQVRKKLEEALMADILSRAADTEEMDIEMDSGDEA
Tn6 DDE FP = inhibitors of Tn6 peptide binding to human fibrin DD(E). actives 0.21% (n = 370,000). Fibrin DD(E) TRITC-Tn6 fluorescence polarization displacement. AID 720509. inhibition, % at 8.3 µM. P02675;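 active = inhibition above a per-campaign cutoff: mean of compounds within control limits plus 3 SD, cut at about 15% in these data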;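 note: 0% = median of all compound wells on the plate and 100% = blocking peptide control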
* hit, by the source's call; i = inactive; / = no result given.

SMILES | PLCb3 inh | PLC-gamma1 inh | ADAM17 inh | KLK7 zymogen act | UHRF1 binding | DDE Tn7 FP inh | ASAP1 inh | ARFGAP1 inhibitor | MBD2 inh | Tn6 DDE FP
CC(C)N1CC23C=CC(O2)C(C(=O)OCc2ccccc2)C3C1=O (stereo not given) | 3 | 2 | 0 | -0.1 | 2 | 4 | -12 | 2 | -2 | 4
Cc1c(Cl)cccc1-n1c(SCC(=O)N(C)Cc2ccccc2)nnc1-c1ccncc1 | 2 | 1 | -2 | -0.3 | -1 | -4 | 10 | 3 | 1 | -4
C=C(C)C1CC=C(C)/C(=N/NC(=O)c2cccc([N+](=O)[O-])c2)C1 (stereo not given) | 2 | 2 | 3 | 0.2 | 2 | 6 | 2 | -6 | -3 | 0
Cn1c(=O)c2c(nc(N3CCc4ccccc4C3)n2C)n(C)c1=O | -7 | -1 | -4 | 0.2 | -3 | 4 | -3 | -10 | -7 | 0
O=C(CNC(=O)c1ccc(Cl)cc1)N/N=C/C=C/c1ccccc1 | 2 | 0 | -1 | -0.2 | -3 | 1 | -8 | 2 | 2 | 4
Cc1ccccc1-c1ccc2c(c1)O[C@@H](CN(C)Cc1ccc(C(=O)O)cc1)[C@@H](C)CN([C@H](C)CO)S2(=O)=O | 1 | 7 | 3 | -0.4 | -1 | 8 | -9 | -1 | -8 | 0
CCCCCNC(=O)C(c1cccc2ccccc12)n1c(=O)c(-c2ccccc2)nc2ccccc21 (stereo not given) | 1 | 0 | -1 | -0.5 | 74* | -2 | 10 | 15 | -1 | 8
O=C(NCc1ccccc1)C1CCCN(S(=O)(=O)c2ccc(-n3cnnn3)cc2)C1 (stereo not given) | -2 | -1 | 0 | -0.5 | 1 | 0 | -9 | -7 | 2 | 10
Cc1nc(SCC(=O)NCC2CCCO2)c2cc(-c3ccccc3)sc2n1 (stereo not given) | -11 | -5 | -10 | -0.8 | -5 | -2 | -2 | 11 | -2 | 8
C[C@H]1NC(=O)[C@]2(C)[C@@H](c3ccccc3)[C@H]3COc4ccccc4[C@@H]3N2C1=O | -5 | 0 | -3 | -0.2 | 3 | 2 | -2 | -6 | -1 | -1
Cn1c(=O)[nH]c(=O)c2c1nc(SCCO)n2CC(O)COc1ccccc1 (stereo not given) | 2 | 1 | -3 | 0.0 | 0 | 5 | 5 | -3 | -7 | -6
COc1cccc(/C=C2\SC(=O)N(CCC(=O)NCCCn3ccnc3)C2=O)c1 | -45 | -28 | -7 | 1.6 | -8 | -2 | -9 | 4 | -2 | 7
Cc1cc2cc(C)c(NCCNC(=O)c3ccccc3F)nc2cc1C | -7 | -9 | -34 | 0.6 | -2 | -6 | 5 | 3 | 0 | -5
O=C(Nc1ccc(N2CCOCC2)cc1Cl)C1CCN(C(=O)OCc2ccccc2)CC1 | -10 | 3 | 2 | 0.2 | -3 | 2 | -12 | 1 | -7 | 1
Cc1nnc(Sc2nc3c(c(=O)n(C)c(=O)n3C)n2Cc2ccc(Cl)cc2)s1 | 6 | 3 | 0 | 0.4 | 3 | -2 | -10 | 3 | -1 | -2
O=C(/C=C/c1ccccc1)N(Cc1cccc(Cl)c1)C1CCS(=O)(=O)C1 (stereo not given) | -7 | 2 | -1 | -0.1 | 0 | 2 | -8 | 5 | -3 | 8
CC(C)NC(=O)c1ccc2c(c1)N(Cc1ccccc1)C(=O)C(C)(C)O2 | -4 | 3 | 4 | 0.0 | -4 | -7 | -2 | 4 | -6 | -1
Cc1cccc(N(C(=O)c2csnn2)C(C(=O)NC(C)(C)C)c2ccncc2)c1 (stereo not given) | 5 | 3 | 0 | 1.2 | -3 | 1 | -6 | -15 | -5 | 6
O=C(CN1CCCCC1)Nc1ccccc1NC(=O)CN1CCCCC1 | 1 | 1 | -5 | 0.0 | -2 | 5 | -6 | 20 | 0 | 4
O=C(NCCCN1CCOCC1)c1cccc(S(=O)(=O)N2CCc3ccccc32)c1 | 6 | 4 | 3 | -0.3 | -1 | -4 | 1 | 7 | -4 | -2
CC(C)Nc1nc(SCC(=O)Nc2ccccc2)nc(N2CCOCC2)n1 | 2 | 1 | 1 | 0.3 | 1 | 0 | -6 | 7 | -6 | -5
Cc1ccc(/C=C/C(=O)OCC(=O)Nc2cccc(S(=O)(=O)N(C)C)c2)o1 | -9 | -6 | -1 | 0.0 | 0 | 8 | 6 | -4 | 0 | -4
CCOc1ccc(C(=O)NCC(=O)N2CCN(C/C=C/c3ccccc3)CC2)cc1OCC | -2 | 0 | -2 | 0.1 | -2 | 7 | 4 | 8 | -1 | 2
COC(=O)Cn1c(C(F)(F)F)nc2ccccc21 | 2 | 5 | -5 | -0.1 | -1 | 4 | -11 | 2 | -3 | 2
Cc1c2c(n3c(nc4ccccc43)c1C#N)N(CCN(C)C)CC2 | i | i | -482 | 114* | 4 | -9 | 7 | -3 | -5 | 1
Oc1ccc(Br)cc1/C=N/NC(=S)NCCc1ccccc1 | i | -430 | -10 | -36 | -3 | 2 | 3 | 1 | 1 | 7
Cc1ccc(C(=O)OCC(=O)Nc2c(C)nn(-c3ccccc3)c2C)c(O)c1 | 2 | 1 | -3 | -0.5 | 1 | 0 | 3 | 12 | 3 | -5
CC(C)(C)c1csc(NC(=O)c2ccc(Br)o2)n1 | -33 | -31 | 4 | 0.0 | -1 | -5 | -3 | 9 | -1 | 3
CC1(C(=O)NS(=O)(=O)C2CC2)CCCN(C(=O)Cc2ccc(F)cc2)C1 (stereo not given) | 8 | 2 | 1 | -0.3 | 0 | -5 | -7 | -8 | -7 | 5
O=C1CSc2ccc(C(=O)N3CCCC(C(=O)N4CCOCC4)C3)cc2N1 (stereo not given) | 2 | -2 | -2 | -0.7 | 0 | 1 | / | / | -2 | -1
C[n+]1cccc(/C=N/NC(=O)CC23CC4CC(CC(C4)C2)C3)c1 | 3 | 2 | -4 | -0.2 | 0 | -2 | -16 | -1 | 2 | -7
Cc1ccc(/C=C2/C(=N)N3N=C(CC(=O)N4CCCC4)SC3=NC2=O)o1 | -36 | -19 | -8 | 1.0 | -2 | -5 | -5 | 1 | 0 | -5
N#C/C(=C\C=C\c1ccccc1)C(=O)NCc1cccnc1 | -11 | -4 | -4 | 0.0 | 1 | 1 | -6 | -14 | 1 | 8
Cc1ccc(S(=O)(=O)N2CCCC(c3nnc4n3-c3ccccc3SC4)C2)cc1 (stereo not given) | 1 | -1 | -3 | -0.7 | -1 | 0 | -2 | -2 | -6 | -1
O=C(NC(=O)c1ccccc1O)c1ccc2c(c1)CCO2 | -15 | -6 | -3 | 0.1 | -2 | 3 | 9 | -11 | 4 | 0
Cc1c(-c2ccccc2Br)nc2ccccc2c1C(=O)O | -2 | -2 | -3 | 0.4 | 13 | 6 | 10 | 3 | 5 | 1
COC(C(=O)Nc1ccc(C(N)=O)cc1)c1ccccc1 (stereo not given) | -3 | 1 | 0 | -0.1 | 1 | -3 | 4 | -9 | 8 | 3
O=C1CCC([N+](=O)[O-])C(c2cccc([N+](=O)[O-])c2)N1 (stereo not given) | -3 | 1 | -5 | -0.3 | 2 | 8 | -9 | 5 | 2 | 8
C=CCN1CC(O)=C(c2ccccc2)C1=N | 0 | -3 | -2 | -0.3 | 2 | 1 | -3 | -4 | 4 | 1
CCOC(=O)c1c(NC(=O)COC(=O)c2nccnc2N)sc(C(=O)N(C)C)c1C | -111 | -122 | -150 | 43* | -3 | 1 | 3 | -11 | 4 | 5
CNS(=O)(=O)c1ccc(NC(=O)c2ccccn2)cc1 | 0 | -1 | -4 | 0.5 | -1 | 3 | -5 | -9 | 0 | 8
COc1ccc(CN(CC#Cc2ccccc2)Cc2ccccc2)c(OC)c1 | 3 | 0 | 0 | 1.0 | -1 | -3 | / | / | 3 | -11
CCc1cc(=O)oc2c3c(cc(OCC(=O)N[C@H](C(=O)O)[C@H](C)CC)c12)OC(C)(C)CC3 | i | i | i | 48* | -1 | 9 | -10 | -13 | 1 | -1
Cc1ccc(C(O)c2ncc(-c3cccc4ccccc34)[nH]2)cc1F (stereo not given) | -20 | -14 | -12 | -0.1 | -1 | -2 | -10 | 10 | 3 | 2
CN(Cc1cccs1)C(=O)Cc1c[nH]c2ccccc12 | 4 | 1 | 3 | -0.4 | 1 | -1 | -6 | 8 | -1 | -4

Nothing new here: entries from further up.
SMILES | PLCb3 inh | PLC-gamma1 inh | ADAM17 inh | KLK7 zymogen act | UHRF1 binding | DDE Tn7 FP inh | ASAP1 inh | ARFGAP1 inhibitor | MBD2 inh | Tn6 DDE FP
N#C/C(=C\C=C\c1ccccc1)C(=O)NCc1cccnc1 | -11 | -4 | -4 | 0.0 | 1 | 1 | -6 | -14 | 1 | 8
Cc1ccc(S(=O)(=O)N2CCCC(c3nnc4n3-c3ccccc3SC4)C2)cc1 (stereo not given) | 1 | -1 | -3 | -0.7 | -1 | 0 | -2 | -2 | -6 | -1
O=C(NC(=O)c1ccccc1O)c1ccc2c(c1)CCO2 | -15 | -6 | -3 | 0.1 | -2 | 3 | 9 | -11 | 4 | 0
Cc1c(-c2ccccc2Br)nc2ccccc2c1C(=O)O | -2 | -2 | -3 | 0.4 | 13 | 6 | 10 | 3 | 5 | 1
COC(C(=O)Nc1ccc(C(N)=O)cc1)c1ccccc1 (stereo not given) | -3 | 1 | 0 | -0.1 | 1 | -3 | 4 | -9 | 8 | 3
O=C1CCC([N+](=O)[O-])C(c2cccc([N+](=O)[O-])c2)N1 (stereo not given) | -3 | 1 | -5 | -0.3 | 2 | 8 | -9 | 5 | 2 | 8
C=CCN1CC(O)=C(c2ccccc2)C1=N | 0 | -3 | -2 | -0.3 | 2 | 1 | -3 | -4 | 4 | 1
CCOC(=O)c1c(NC(=O)COC(=O)c2nccnc2N)sc(C(=O)N(C)C)c1C | -111 | -122 | -150 | 43* | -3 | 1 | 3 | -11 | 4 | 5
CNS(=O)(=O)c1ccc(NC(=O)c2ccccn2)cc1 | 0 | -1 | -4 | 0.5 | -1 | 3 | -5 | -9 | 0 | 8
COc1ccc(CN(CC#Cc2ccccc2)Cc2ccccc2)c(OC)c1 | 3 | 0 | 0 | 1.0 | -1 | -3 | / | / | 3 | -11
